TMEM16A inh: TMEM16A chloride channel inhibitors, primary screen, cell-based, HTS. normalized B-score (activity score, 25-100; higher = stronger inhibition) at 10 µM. Anoctamin-1 (Mus musculus), Q8BHY3. HEK293 TMEM16A/YFP iodide influx fluorescence, ionomycin. AID 588511, 2011. 310,000 tested, 1.2% active;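 active = ratio plate-corrected score three or more library SD toward inhibition, starting fluorescence score within five deviations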;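 note: score derived from kinetic fluorescence span divided by baseline fluorescence per well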
Target sequence (Q8BHY3 whole entry, looked up): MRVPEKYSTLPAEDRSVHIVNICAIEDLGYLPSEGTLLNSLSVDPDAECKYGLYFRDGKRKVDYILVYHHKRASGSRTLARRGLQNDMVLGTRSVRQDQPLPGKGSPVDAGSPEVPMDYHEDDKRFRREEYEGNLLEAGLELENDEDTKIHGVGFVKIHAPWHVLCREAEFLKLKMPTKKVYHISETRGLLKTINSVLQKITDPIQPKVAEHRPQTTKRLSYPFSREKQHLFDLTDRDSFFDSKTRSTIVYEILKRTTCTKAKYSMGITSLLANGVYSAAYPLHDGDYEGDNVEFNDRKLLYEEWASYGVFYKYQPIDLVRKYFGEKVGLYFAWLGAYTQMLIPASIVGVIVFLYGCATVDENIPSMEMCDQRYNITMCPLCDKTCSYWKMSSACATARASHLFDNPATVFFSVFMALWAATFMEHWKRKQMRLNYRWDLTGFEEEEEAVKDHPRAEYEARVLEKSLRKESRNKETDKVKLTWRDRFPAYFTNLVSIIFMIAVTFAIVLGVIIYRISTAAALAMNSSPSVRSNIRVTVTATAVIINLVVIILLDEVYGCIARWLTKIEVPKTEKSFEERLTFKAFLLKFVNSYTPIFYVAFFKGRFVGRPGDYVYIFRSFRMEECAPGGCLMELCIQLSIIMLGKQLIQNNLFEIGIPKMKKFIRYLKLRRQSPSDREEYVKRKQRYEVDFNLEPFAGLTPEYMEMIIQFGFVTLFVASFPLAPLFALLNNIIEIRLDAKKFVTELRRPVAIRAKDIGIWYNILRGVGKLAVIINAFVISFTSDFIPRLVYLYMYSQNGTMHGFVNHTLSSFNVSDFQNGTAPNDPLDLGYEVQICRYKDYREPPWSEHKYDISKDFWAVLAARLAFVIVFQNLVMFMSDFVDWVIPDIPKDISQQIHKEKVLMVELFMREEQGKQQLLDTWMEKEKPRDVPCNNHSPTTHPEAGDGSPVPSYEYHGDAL
RGS4 pot: RGS4 potentiators or activators, primary screen, cell-based, HEK293 M3R inducible RGS4, calcium flux; 310,000 tested, 0.92% active; carbachol calcium flux Fluo4; hits give low values; B-score at 10 µM;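 active = B-score of the integrated calcium signal more than 4 SD below the library mean, with starting fluorescence not abnormally high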;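 note: negative B-score means reduced calcium response which marks RGS4 activation or potentiation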
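Material: M3R-expressing HEK293 line, RGS4 induced by doxycycline | Schedule: Overnight RGS4 induction, 30 min dye load 37 °C, 20 min compound RT | Measured by: Fluo4 fluorescence kinetic imaging of calcium | Read-out: Integrated calcium ratio converted to B score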
RGS4 inh: RGS4 inhibitors, primary screen, cell-based, HEK293 M3R inducible RGS4, calcium flux; B-score at 10 µM; 310,000 tested, 0.45% active; Fluo-4 calcium flux; hits give high values; triggered by carbachol at its EC20;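 active = B-score, a plate-corrected calcium signal, over three deviations above library mean, with baseline fluorescence within five deviations of library mean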;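 note: RGS4 expression induced by doxycycline in cells with stable M3 receptor; B-score is computed from the integrated fluorescence ratio over baseline after carbachol; higher B-score means a larger calcium signal and so more RGS4 inhibition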
Target sequence (P49798 whole entry, looked up): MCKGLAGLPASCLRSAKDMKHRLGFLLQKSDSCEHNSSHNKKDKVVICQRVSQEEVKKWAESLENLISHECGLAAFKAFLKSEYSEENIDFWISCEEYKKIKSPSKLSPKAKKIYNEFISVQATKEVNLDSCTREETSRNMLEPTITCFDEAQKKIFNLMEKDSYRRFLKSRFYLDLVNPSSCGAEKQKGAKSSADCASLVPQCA
ANO1 activ: TMEM16A chloride channel activators or potentiators, primary screen, cell-based, HTS; Anoctamin-1 (Mus musculus), Q8BHY3; HEK293 TMEM16A/YFP-H148Q/I152L, iodide quench fluorescence; hits give low values; B-score at 10 µM; 340,000 tested, 0.3% active;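 active = fluorescence-ratio B-score plate-corrected deviation score at least 3 library SD below zero, with starting fluorescence score within 5 deviations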;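 note: channel opened by trigger with iodide after compound preincubation; score built on the fluorescence ratio of max minus min over baseline; more negative score means more quench and so TMEM16A activation or potentiation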
HDAC3 inh: HDAC3 deacetylase inhibitors, primary screen, biochemical, fluorescence, cell-free homogeneous; recombinant HDAC3, fluorogenic peptide/trypsin coupled; Histone deacetylase 3 (Homo sapiens), O15379; AID 2718, 2010; inhibition, % at 8.3 µM; 320,000 tested, 0.15% active; in the data active = inhibition above about 26%, passing the limit was not always enough; inconclusive = no clear call, values can overlap the other calls
MrgX1 agonist: agonists of human MrgX1 receptor, primary screen, HEK293 cells, Fluo-4 calcium flux. Mas-related G-protein coupled receptor member X1 (Homo sapiens), Q96LB2. Fluo-4 calcium fluorescence, agonist mode; hits give high values. B-score at 10 µM. 310,000 tested, 0.44% active. AID 588627, 2011;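 active = calcium response B-score plate-corrected fluorescence ratio at least 3 library SD, with starting fluorescence B-score inside 5 SD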
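System: HEK293 cells stably expressing human MrgX1 receptor; Dosing: test compound in the initial addition of three; Schedule: overnight plating, then 30 min 37 °C plus 30 min room-temperature dye loading; Detection: kinetic calcium dye fluorescence, Fluo-4 NW; Controls: per-plate positive and negative controls for Z′ factor.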
TRPC6 activator: mouse TRPC6 channel activators, primary screen, cell-based, HEK293, membrane potential dye | Short transient receptor potential channel 6 (Mus musculus), Q61143 | HEK293-TRPC6 membrane potential dye fluorescence; hits give high values | B-score at 10 µM | 310,000 tested, 0.13% active | AID 2550, 2010;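 active = B-score of the integrated fluorescence ratio above library mean plus 3 SD, and starting fluorescence ratio within library mean plus 5 SD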;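 note: higher score means more depolarization so channel activation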
SKKanGAS inh: S. pyogenes SKKanGAS growth inhibitors in kanamycin, primary screen, streptokinase expression inhibitor project, SKKanGAS strain, BacTiter-Glo luminescence | 6 h | inhibition, % at 7.5 µM | 300,000 tested, 1.3% active | AID 1662, 2009;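 active = mean replicate score, as percent of positive control median, at least 50; inconclusive = mean below 50 but one replicate at or above 50; inactive = mean and every replicate below 50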;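 note: strain carries kanamycin resistance gene driven by streptokinase promoter and grows in 40 µg/ml kanamycin; loss of luminescence reflects streptokinase promoter inhibition or plain growth inhibition; 0% = median of DMSO wells and 100% = positive control at its reference dose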
TRPC6 inhibitor: mouse TRPC6 channel inhibitors, primary screen, cell-based, HEK293, membrane potential dye. B-score at 10 µM. Short transient receptor potential channel 6 (Mus musculus), Q61143. ACh-evoked depolarization; hits give low values. AID 2553, 2010. 310,000 tested, 1.1% active;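 active = B-score under library mean minus 3 SD, initial fluorescence not abnormally high, positive integrated signal ratio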;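 note: B-score derived from integrated fluorescence ratio over the kinetic read; more negative B-score means stronger inhibition of depolarization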
MrgX1 PAM: positive allosteric modulators of MrgX1, primary screen, HEK293 cells, Fluo-4 calcium flux; AID 588675, 2011; B-score at 10 µM; FDSS; hits give high values; Mas-related G-protein coupled receptor member X1 (Homo sapiens), Q96LB2; 310,000 tested, 0.63% active;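 active = plate-corrected calcium response at least 3 library SD above typical, normal starting fluorescence, not activating the receptor alone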;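 note: compound read alongside a low EC10 to EC30 dose of BAM8-22 agonist; peak minus trough fluorescence over baseline measured at the second addition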
MrgX1 antag: antagonists of human MrgX1 receptor, primary screen, HEK293 cells, Fluo-4 calcium flux; 310,000 tested, 1.3% active; B-score at 10 µM; BAM8-22 antagonism; hits give low values;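 active = calcium-response B-score plate-corrected more than 3 library SD below zero, starting fluorescence within 5 deviations, no agonist response on first addition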;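 note: peak minus trough fluorescence over baseline after final BAM8-22 challenge near maximal dose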
Active calls of the source: *. Compounds were not picked by outcome, and some 6.7% of all compounds hit somewhere here.

What do the screens show for `Cc1ccc(S(=O)(=O)Nc2cc(=O)[nH]c(SCc3ccc(Cl)cc3)n2)cc1`?
TMEM16A inh: inactive; ANO1 activ: inactive; HDAC3 inh: 5; MrgX1 agonist: inactive; MrgX1 PAM: inactive; MrgX1 antag: inactive

What do the screens show for `Cc1nn2c(N)csc2nc1=O`?
TMEM16A inh: inactive; RGS4 pot: inactive; RGS4 inh: inactive; HDAC3 inh: 0; MrgX1 agonist: inactive; TRPC6 activator: inactive; SKKanGAS inh: 3; TRPC6 inhibitor: inactive; MrgX1 PAM: inactive; MrgX1 antag: inactive

Results for CCn1c(Cc2ccccc2)nnc1SCC(=O)Nc1ccccc1O ?
TMEM16A inh: inactive; RGS4 pot: inactive; RGS4 inh: inactive; ANO1 activ: inactive; HDAC3 inh: 5; MrgX1 agonist: inactive; TRPC6 activator: inactive; SKKanGAS inh: 2; TRPC6 inhibitor: inactive; MrgX1 PAM: inactive; MrgX1 antag: inactive

What do the screens show for `Cc1ncc(N=Nc2ccc(F)cc2)c(-c2ccc(Cl)cc2)n1`?
TMEM16A inh: inactive; RGS4 pot: inactive; RGS4 inh: inactive; ANO1 activ: inactive; HDAC3 inh: 11; MrgX1 agonist: inactive; TRPC6 activator: inactive; SKKanGAS inh: -1; TRPC6 inhibitor: inactive; MrgX1 PAM: inactive; MrgX1 antag: inactive

What do the screens show for `Cc1ccc(/C(O)=C2/C(=O)C(=O)N(Cc3ccco3)C2c2cccs2)cc1` (stereo unspecified)?
TMEM16A inh: inactive; RGS4 pot: inactive; RGS4 inh: inactive; ANO1 activ: inactive; HDAC3 inh: 4; MrgX1 agonist: inactive; TRPC6 activator: inactive; SKKanGAS inh: 13; TRPC6 inhibitor: inactive; MrgX1 PAM: inactive; MrgX1 antag: inactive

Results for Cn1ncc(-c2ccno2)c1C(=O)O ?
TMEM16A inh: inactive; RGS4 pot: inactive; RGS4 inh: inactive; ANO1 activ: inactive; HDAC3 inh: 1; MrgX1 agonist: inactive; TRPC6 activator: inactive; SKKanGAS inh: -3; TRPC6 inhibitor: inactive; MrgX1 PAM: inactive; MrgX1 antag: inactive

What do the screens show for `COc1ccc(OC)c(NC(=O)CN(Cc2ccc(F)cc2)C2CCCCC2)c1`?
TMEM16A inh: inactive; RGS4 pot: inactive; RGS4 inh: inactive; ANO1 activ: inactive; HDAC3 inh: inconclusive; MrgX1 agonist: inactive; TRPC6 activator: inactive; SKKanGAS inh: 12; TRPC6 inhibitor: inactive; MrgX1 PAM: inactive; MrgX1 antag: inactive

What do the screens show for `O=C(Nc1ccc(F)cc1)c1nc2c(nnn2Cc2cccc3ccccc23)c(=O)[nH]1`?
TMEM16A inh: inactive; RGS4 pot: inactive; RGS4 inh: inactive; ANO1 activ: inactive; HDAC3 inh: 0; MrgX1 agonist: inactive; TRPC6 activator: inactive; SKKanGAS inh: 62*; TRPC6 inhibitor: inactive; MrgX1 PAM: inactive; MrgX1 antag: inactive

What do the screens show for `Cc1ccc(CN2C(=O)CCC2C(=O)NCc2cccnc2)cc1` (stereo unspecified)?
TMEM16A inh: inactive; RGS4 pot: inactive; RGS4 inh: inactive; ANO1 activ: inactive; HDAC3 inh: -2; MrgX1 agonist: inactive; TRPC6 activator: inactive; SKKanGAS inh: -2; TRPC6 inhibitor: inactive; MrgX1 PAM: inactive; MrgX1 antag: inactive

What do the screens show for `O=C(NCc1cc(C(F)(F)F)ccc1F)C1CCC(=O)N(C2CCCCCC2)C1` (stereo unspecified)?
TMEM16A inh: inactive; RGS4 pot: inactive; RGS4 inh: inactive; ANO1 activ: inactive; HDAC3 inh: inconclusive; MrgX1 agonist: inactive; TRPC6 activator: inactive; SKKanGAS inh: 3; TRPC6 inhibitor: inactive; MrgX1 PAM: inactive; MrgX1 antag: inactive

What do the screens show for `COc1ccc(NC(=O)N2CCCC(C(=O)NC(C)C)C2)cc1` (stereo unspecified)?
TMEM16A inh: inactive; RGS4 pot: inactive; RGS4 inh: inactive; ANO1 activ: inactive; HDAC3 inh: -7; MrgX1 agonist: inactive; TRPC6 activator: inactive; SKKanGAS inh: 0; TRPC6 inhibitor: inactive; MrgX1 PAM: inactive; MrgX1 antag: inactive

How did CC(=O)C1=C(O)C(=O)N(c2cccnc2)C1c1ccc([N+](=O)[O-])cc1 (stereo unspecified) do in these assays?
TMEM16A inh: inactive; RGS4 pot: inactive; RGS4 inh: inactive; HDAC3 inh: 13; MrgX1 agonist: inactive; TRPC6 activator: inactive; SKKanGAS inh: -5; TRPC6 inhibitor: inactive; MrgX1 PAM: inactive; MrgX1 antag: inactive

How did Cc1ccc(-n2nnnc2SC(C(=O)c2c[nH]c3ccccc23)c2ccccc2)cc1 (stereo unspecified) do in these assays?
TMEM16A inh: inactive; RGS4 pot: inactive; RGS4 inh: inactive; ANO1 activ: inactive; HDAC3 inh: 10; MrgX1 agonist: inactive; TRPC6 activator: inactive; SKKanGAS inh: 33; TRPC6 inhibitor: inactive; MrgX1 PAM: inactive; MrgX1 antag: inactive

What do the screens show for `N#Cc1c(-c2cccs2)cc(-c2cccnc2)nc1N`?
TMEM16A inh: inactive; RGS4 pot: inactive; RGS4 inh: inactive; ANO1 activ: inactive; HDAC3 inh: -4; MrgX1 agonist: inactive; TRPC6 activator: inactive; SKKanGAS inh: 5; TRPC6 inhibitor: inactive; MrgX1 PAM: inactive; MrgX1 antag: inactive

How did c1ccc(N2CCN(Cc3cn4cccnc4n3)CC2)cc1 do in these assays?
TMEM16A inh: inactive; RGS4 pot: inactive; RGS4 inh: inactive; ANO1 activ: inactive; HDAC3 inh: -3; MrgX1 agonist: inactive; TRPC6 activator: inactive; SKKanGAS inh: -8; TRPC6 inhibitor: inactive; MrgX1 PAM: inactive; MrgX1 antag: inactive

Results for O=C(CN1C(=O)c2ccc([N+](=O)[O-])cc2C1=O)NC1CCCCCC1 ?
TMEM16A inh: inactive; RGS4 pot: inactive; RGS4 inh: inactive; ANO1 activ: inactive; HDAC3 inh: -13; MrgX1 agonist: inactive; TRPC6 activator: inactive; SKKanGAS inh: -2; TRPC6 inhibitor: inactive; MrgX1 PAM: inactive; MrgX1 antag: inactive

Results for O=C(Nc1ccc(F)cc1F)NC1CCCc2ccccc21 (stereo unspecified) ?
TMEM16A inh: inactive; RGS4 pot: inactive; RGS4 inh: inactive; ANO1 activ: inactive; HDAC3 inh: 2; MrgX1 agonist: inactive; TRPC6 activator: inactive; SKKanGAS inh: -1; TRPC6 inhibitor: inactive; MrgX1 PAM: inactive; MrgX1 antag: inactive

How did COC(=O)c1cc(OC)c(OC)cc1NC(=S)N1CCC(C(N)=O)CC1 do in these assays?
TMEM16A inh: inactive; RGS4 pot: inactive; RGS4 inh: inactive; ANO1 activ: inactive; HDAC3 inh: 2; MrgX1 agonist: inactive; TRPC6 activator: inactive; SKKanGAS inh: -1; TRPC6 inhibitor: inactive; MrgX1 PAM: inactive; MrgX1 antag: inactive

Results for CCC(C(=O)NCCCc1ccccc1)c1ccccc1 (stereo unspecified) ?
TMEM16A inh: inactive; RGS4 pot: inactive; RGS4 inh: inactive; ANO1 activ: inactive; HDAC3 inh: 1; MrgX1 agonist: inactive; TRPC6 activator: inactive; SKKanGAS inh: 12; TRPC6 inhibitor: inactive; MrgX1 PAM: inactive; MrgX1 antag: inactive

How did CCc1nc2ccccc2c2nc3ccccc3n12 do in these assays?
TMEM16A inh: inactive; RGS4 pot: inactive; RGS4 inh: inactive; ANO1 activ: inactive; HDAC3 inh: -10; MrgX1 agonist: inactive; TRPC6 activator: inactive; SKKanGAS inh: 4; TRPC6 inhibitor: inactive; MrgX1 PAM: inactive; MrgX1 antag: inactive

Results for CC(=O)Nc1cccc(-c2nn[nH]n2)c1 ?
TMEM16A inh: inactive; RGS4 pot: inactive; RGS4 inh: inactive; ANO1 activ: inactive; HDAC3 inh: -1; MrgX1 agonist: inactive; TRPC6 activator: inactive; SKKanGAS inh: 5; TRPC6 inhibitor: inactive; MrgX1 PAM: inactive; MrgX1 antag: inactive

Results for CCCC(=O)Nc1cccc(-c2nc3cc(C)c(C)cc3o2)c1 ?
TMEM16A inh: inactive; RGS4 pot: inactive; RGS4 inh: inactive; ANO1 activ: inactive; HDAC3 inh: -10; MrgX1 agonist: inactive; TRPC6 activator: inactive; SKKanGAS inh: 1; TRPC6 inhibitor: inactive; MrgX1 PAM: inactive; MrgX1 antag: inactive

How did Cc1ccc(C(=O)CCC(=O)OCC(=O)Nc2c(C)nn(-c3ccccc3)c2C)cc1 do in these assays?
TMEM16A inh: inactive; RGS4 pot: inactive; RGS4 inh: inactive; ANO1 activ: inactive; HDAC3 inh: -1; MrgX1 agonist: inactive; TRPC6 activator: inactive; SKKanGAS inh: -4; TRPC6 inhibitor: inactive; MrgX1 PAM: inactive; MrgX1 antag: inactive

What do the screens show for `COc1ccc(-c2nc(SC)n(C)c(=O)c2C#N)cc1OC`?
TMEM16A inh: inactive; RGS4 pot: inactive; RGS4 inh: inactive; ANO1 activ: inactive; HDAC3 inh: 5; MrgX1 agonist: inactive; TRPC6 activator: inactive; SKKanGAS inh: 2; TRPC6 inhibitor: inactive; MrgX1 PAM: inactive; MrgX1 antag: inactive

How did O=C(COC(=O)Cn1cnc2ccccc2c1=O)Nc1cc(Cl)ccc1[N+](=O)[O-] do in these assays?
TMEM16A inh: inactive; RGS4 pot: inactive; RGS4 inh: inactive; ANO1 activ: inactive; HDAC3 inh: 5; MrgX1 agonist: inactive; TRPC6 activator: inactive; SKKanGAS inh: 3; TRPC6 inhibitor: inactive; MrgX1 PAM: inactive; MrgX1 antag: inactive

How did COc1ccc(N2CCN(c3ccc(S(=O)(=O)N(C(C)C)C(C)C)cn3)CC2)cc1 do in these assays?
TMEM16A inh: inactive; RGS4 pot: inactive; RGS4 inh: inactive; ANO1 activ: inactive; HDAC3 inh: 3; MrgX1 agonist: inactive; TRPC6 activator: inactive; SKKanGAS inh: 0; TRPC6 inhibitor: inactive; MrgX1 PAM: inactive; MrgX1 antag: inactive
